POLK inh: blocks human DNA polymerase kappa activity. Q9UBT6. purified Pol kappa, fluorescent DNA synthesis assay, 10 min. Potency, µM (top dose mostly 107 µM), for the others: top-dose activity, negative = inhibition, actives largely listed as inhibitors. 400,000 tested, 0.53% active; note: potency is the fitted concentration of half-maximal effect; % is set by controls: 0 for no effect and ±100 for the full control effect
Target sequence (Q9UBT6 whole entry, looked up): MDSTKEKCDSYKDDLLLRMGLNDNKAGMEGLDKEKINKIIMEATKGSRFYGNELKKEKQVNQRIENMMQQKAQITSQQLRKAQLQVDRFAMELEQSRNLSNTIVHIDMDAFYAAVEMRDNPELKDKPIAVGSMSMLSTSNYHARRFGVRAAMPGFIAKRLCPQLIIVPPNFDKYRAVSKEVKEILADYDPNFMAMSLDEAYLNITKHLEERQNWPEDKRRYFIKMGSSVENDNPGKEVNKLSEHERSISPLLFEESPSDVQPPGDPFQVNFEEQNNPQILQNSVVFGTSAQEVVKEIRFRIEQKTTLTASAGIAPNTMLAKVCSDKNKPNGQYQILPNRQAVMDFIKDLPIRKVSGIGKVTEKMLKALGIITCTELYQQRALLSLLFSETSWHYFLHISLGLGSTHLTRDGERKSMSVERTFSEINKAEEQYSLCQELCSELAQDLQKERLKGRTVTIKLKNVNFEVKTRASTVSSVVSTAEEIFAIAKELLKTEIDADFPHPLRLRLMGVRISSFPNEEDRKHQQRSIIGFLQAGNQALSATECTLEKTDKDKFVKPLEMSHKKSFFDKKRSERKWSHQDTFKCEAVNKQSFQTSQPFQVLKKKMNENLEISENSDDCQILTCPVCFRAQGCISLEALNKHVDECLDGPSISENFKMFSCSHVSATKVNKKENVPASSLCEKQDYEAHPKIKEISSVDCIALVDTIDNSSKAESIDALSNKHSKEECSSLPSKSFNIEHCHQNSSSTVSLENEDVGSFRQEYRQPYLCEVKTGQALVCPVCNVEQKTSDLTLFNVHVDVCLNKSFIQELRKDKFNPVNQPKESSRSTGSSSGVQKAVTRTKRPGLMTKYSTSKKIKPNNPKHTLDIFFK
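Kinetic fluorescence readout at 0 and 10 min followed reaction start with substrate at 50 nM final. Beforehand, enzyme (10 nM Pol kappa) stood 15 min with compound at room temperature; buffer-only wells were negative controls.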
12-LOX inh: ALOX12 (human) lipoxygenase inhibition | AID 1671190 | 580,000 tested, 1.1% active | purified 12hLO, xylenol orange hydroperoxide absorbance | Potency, µM (highest dose often 108 µM), inactives show top-dose activity change, negative = inhibition, usual class: inhibitors | P18054; note: potency is the fitted concentration of half-maximal effect; % is set by controls: 0 for no effect and ±100 for the full control effect
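Purified human 12hLO at 150 nM in 25 mM Hepes, 0.01% Triton X-100, pH 7.0, preincubated 15 min at room temperature with compound. Reaction started with 40 uM arachidonic acid, 30 min at room temperature. Hydroperoxide measured by Fe-xylenol orange, 573/405 nm absorbance ratio.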
LDHA block: inhibitors of human lactate dehydrogenase A. purified LDHA, NADH/diaphorase-resazurin fluorescence; hits give low values. AID 1347041. activity change, % (values are at about 110 or 230 µM). 480,000 tested, 0.15% active; in the data active = activity change below about -30%; inconclusive = mostly about -25% to -30%;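 note: plate controls were DMSO wells for no effect and wells without enzyme for full effect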
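Remaining NADH was detected by diaphorase (0.133 mg/mL) converting 37 µM resazurin to fluorescent resorufin, read at 0 and 20 minutes. The preceding 5-minute room-temperature reaction used 2 nM LDHA, 0.2 mM sodium pyruvate and 0.06 mM NADH at pH 7.4.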
ERG-DNA inh: ERG Ets/DNA interaction inhibition | 370,000 tested, 0.028% active | fluorescence polarization, His-ERG Ets domain / labelled DNA | Potency, µM (highest dose often 76.9 µM), for inactives: at the top dose FP activity, negative = inhibition, most hits filed as inhibitors | AID 624246 | P11308; active = well fitted inhibition curve with a large enough effect in the polarisation, with a control signal flat; inconclusive = small, poorly fitted or top-dose-only effect, or effect the other way, or a change in a side signal; inactive = no such curve, though single readings can be large or run the other way; the % refers to the polarisation;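 note: polarization taken with two DNA probes labelled with fluorescein and Texas red; potency is the fitted concentration of half-maximal effect; % of control where 0% means no effect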
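His-tagged ERG Ets domain (1 uM in the protein solution; 300mM KCl, 50mM Tris-HCl, 1mM EDTA, 1mM DTT, pH 7.5) received compound, then a probe mix of 5 nM fluorescein-DNA and 100nM Texas-615-DNA. Fluorescence polarization was read for both dyes.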
RGS4 inh: blocks human RGS4-accelerated GTP hydrolysis; P49798; Transcreener GDP fluorescence polarization, RGS4-accelerated GTP hydrolysis; Potency, µM (top dose mostly 114 µM), without a hit: at the top dose activity change, negative = inhibition, most hits filed as inhibitors; 390,000 tested, 0.039% active; AID 504845; note: potency is the fitted concentration of half-maximal effect; % is set by controls: 0 for no effect and ±100 for the full control effect; nearly all actives have a fitted effect of over 75% in size; some results filed as inactive show a strong effect at the top dose
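MLSMR compounds (23 nl, pin-transferred) preincubated 10 min at room temperature with a 500nM (2x) first reagent, then RGS4 at 900nM (2x) plus Transcreener GDP mix added; fluorescence polarization (620/688 nm) read before and after 90 min at 30 °C.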
APE1 inh: APE1 (human) endonuclease inhibition. 350,000 tested, 0.35% active. Potency, µM (series often up to 65.8 µM), for the others: top-dose activity change, negative = inhibition, most hits filed as inhibitors. recombinant APE1, TAMRA/BHQ-2 abasic DNA cleavage fluorescence. P27695. AID 2517;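 note: potency is the fitted concentration of half-maximal effect; plate controls were vehicle for no effect and reference inhibitor for full effect; nearly all actives have a fitted effect of over 55% in size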
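Compound pre-exposure to 0.75 nM APE1, 15 min at ambient temperature. Reaction initiated with 50 nM TAMRA/BHQ-2 THF substrate, read immediately in kinetic mode, 525 nm excitation, 598 nm emission.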
POLB inh: DNA polymerase beta (human) inhibition; P06746; Pol beta primer extension/strand displacement, fluorescence kinetic; Potency, µM (top dose mostly 114 µM), inactives show at the top dose activity change, negative = inhibition, hits mostly inhibitors; 340,000 tested, 1.3% active; AID 485314; note: potency is the fitted concentration of half-maximal effect; % is set by controls: 0 for no effect and ±100 for the full control effect
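Preincubation: enzyme (10 nM) with compound, 15 min, RT. Reaction: substrate added to 50 nM final. Reads: 0 and 10 min. Analysis: normalized, Hill fit.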
POLH inh: DNA polymerase eta (human) inhibition; recombinant Pol eta, fluorescent DNA replication assay; Potency, µM (doses to about 114 µM), inactives show top-dose activity change, negative = inhibition, hits mostly inhibitors; 390,000 tested, 1.2% active; note: potency is the fitted concentration of half-maximal effect; % is set by controls: 0 for no effect and ±100 for the full control effect
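Pol eta at 10 nM preincubated with compounds 15 min at room temperature; reaction started with fluorescent substrate (50 nM final) and read kinetically at 0 and 10 min.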
Apoferritin bind: binds horse apoferritin like a general anesthetic | P02791 | AID 485281 | apoferritin/1-aminoanthracene competitive binding, fluorescence | 350,000 tested, 0.074% active | Potency, µM (top dose mostly 77.5 µM), for the others: at the top dose activity change, negative = displacement, actives largely listed as inhibitors; note: potency is the fitted concentration of half-maximal effect; % is set by controls: 0 for no effect and ±100 for the full control effect; nearly all actives have a fitted effect of over 20% in size
Target sequence (P02791 2-175 limits assumed): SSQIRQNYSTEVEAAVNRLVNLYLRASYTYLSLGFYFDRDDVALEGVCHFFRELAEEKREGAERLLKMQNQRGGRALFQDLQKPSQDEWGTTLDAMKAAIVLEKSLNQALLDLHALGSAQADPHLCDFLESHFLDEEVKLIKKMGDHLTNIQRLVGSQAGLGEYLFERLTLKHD
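Probe: 1-aminoanthracene (50% saturated, PBS). Protein: horse-spleen apoferritin, 10 uM. Incubation: 10 min, room temperature. Detection: 380 nm excitation, 535 nm emission. Analysis: normalized response, four-parameter Hill.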
Numbers without * were called inactive; & = joins results of further samples; [ ] = remark or other dose. Unless noted, calls come from the whole dose curve; as a rule, active = well fitted curve in the direction sought with a large enough effect; inconclusive = small, poorly fitted or top-dose-only effect, or another doubt; inactive = no such curve, though single readings can be large; an effect the other way counts as inactive or inconclusive. Not all compounds are listed; rates above refer to the full screens.

Results for Cn1cnnc1SCC(=O)Nc1c(F)cc(F)cc1Br ?
POLK inh: -4%; 12-LOX inh: 0%; LDHA block: -5; ERG-DNA inh: -7%; RGS4 inh: 14%[11.4 µM]; APE1 inh: 1%; POLB inh: -11%; POLH inh: -5%; Apoferritin bind: -8%

What do the screens show for `Cn1c(NC(=O)/C=C/c2c(F)cccc2Cl)cc(=O)n(C)c1=O`?
POLK inh: -6%; 12-LOX inh: -9%; LDHA block: -6; ERG-DNA inh: 9%; RGS4 inh: 34%; APE1 inh: 2%; POLB inh: 32%; POLH inh: 16%; Apoferritin bind: -6%

How did O=C(Nc1ccn(Cc2c(F)c(F)cc(F)c2F)n1)c1ccc(COc2cc(Cl)ccc2Cl)o1 do in these assays?
POLK inh: -8%; 12-LOX inh: -10%; LDHA block: 2; ERG-DNA inh: -9%; RGS4 inh: 0%; APE1 inh: -2%; POLB inh: 24%; POLH inh: -15%; Apoferritin bind: -14%

How did Cc1cccc(C)c1NC(=O)COC(=O)c1nonc1N do in these assays?
POLK inh: 1%; 12-LOX inh: inconclusive; LDHA block: 0; ERG-DNA inh: -18%; RGS4 inh: -24%; APE1 inh: 11%; POLB inh: -2%; POLH inh: -8%; Apoferritin bind: 13%

Results for COC(=O)Cc1c(C)c2ccc(O)c(CN3CCCC(C)C3)c2oc1=O (centres undefined) ?
POLK inh: -6%; 12-LOX inh: 2%; LDHA block: 0; ERG-DNA inh: 0%; RGS4 inh: -9%; APE1 inh: -7%; POLB inh: 23%; POLH inh: -9%

How did Cc1csc(NC(=O)CSc2nc(C(C)C)nc3ccccc23)n1 do in these assays?
POLK inh: -4%; 12-LOX inh: -18%; LDHA block: -5; ERG-DNA inh: -5%; RGS4 inh: 12%; APE1 inh: 26%[12.4 µM]; POLB inh: 5%; POLH inh: -11%; Apoferritin bind: -11%

Results for COC(=O)c1ccc(C)c(NC(=O)COC(=O)C2CC3CCCC(C2)C3=O)c1 (centres undefined) ?
POLK inh: 4%; 12-LOX inh: 0%; LDHA block: -3; ERG-DNA inh: -5%; RGS4 inh: -2%; APE1 inh: 1%; POLH inh: -6%

What do the screens show for `O=C(Nc1scc(-c2ccccc2)c1C(=O)O)c1ccc(F)cc1`?
POLK inh: -7%; 12-LOX inh: 0%; LDHA block: -2; ERG-DNA inh: 33%[activator]; RGS4 inh: -4%; APE1 inh: -7%; POLB inh: 24%; POLH inh: -10%; Apoferritin bind: -6%

What do the screens show for `O=C(Cn1cc([N+](=O)[O-])cn1)NCc1ccccc1Cl`?
POLK inh: -5%; 12-LOX inh: 27%; LDHA block: -2; ERG-DNA inh: -6%; RGS4 inh: 6%; POLH inh: -17%

What do the screens show for `Fc1ccccc1N1CCN(c2ncc3c(n2)CCN(Cc2cc(Br)cs2)C3)CC1`?
POLK inh: -6%[60.1 µM]; 12-LOX inh: -18%; LDHA block: -1; ERG-DNA inh: 0%; RGS4 inh: -6%; POLB inh: 9%; POLH inh: 4%; Apoferritin bind: -5%

What do the screens show for `COc1ccc(NC(=O)CS(=O)(=O)c2cccc(Cl)c2)cc1`?
POLK inh: -5%; 12-LOX inh: 0%; LDHA block: -5; ERG-DNA inh: 7%; RGS4 inh: -39%[56.9 µM]; APE1 inh: 47%; POLB inh: -1%; POLH inh: -6%; Apoferritin bind: -1%

How did COc1cc2[nH]c3c(N4CCN(c5ccc(Cl)cc5)CC4)ncnc3c2cc1OC do in these assays?
POLK inh: -11%; 12-LOX inh: -17%; LDHA block: -3; ERG-DNA inh: -2%; RGS4 inh: -11%; APE1 inh: -9%; POLB inh: 12%; POLH inh: -18%; Apoferritin bind: -8%

Filtered by structure, those above containing an aryl thioether with sulfur outside any ring (2)
Results for Cn1cnnc1SCC(=O)Nc1c(F)cc(F)cc1Br ?
POLK inh: -4%; 12-LOX inh: 0%; LDHA block: -5; ERG-DNA inh: -7%; RGS4 inh: 14%[11.4 µM]; APE1 inh: 1%; POLB inh: -11%; POLH inh: -5%; Apoferritin bind: -8%

How did Cc1csc(NC(=O)CSc2nc(C(C)C)nc3ccccc23)n1 do in these assays?
POLK inh: -4%; 12-LOX inh: -18%; LDHA block: -5; ERG-DNA inh: -5%; RGS4 inh: 12%; APE1 inh: 26%[12.4 µM]; POLB inh: 5%; POLH inh: -11%; Apoferritin bind: -11%

Next section:
How did Cc1cc(NC(=O)COc2ccc3ccccc3c2)no1 do in these assays?
POLK inh: 3%; 12-LOX inh: 88%[activator]; LDHA block: -3; ERG-DNA inh: -6%; RGS4 inh: 2%; APE1 inh: 17%; POLB inh: 5%; POLH inh: -5%; Apoferritin bind: -3%

Results for O=C(Cc1n[nH]c(=O)c2ccccc12)NC(c1ccccc1)c1ccccc1 ?
POLK inh: 13%; 12-LOX inh: -20%; LDHA block: -2; ERG-DNA inh: 10%; RGS4 inh: -19%[56.9 µM]; APE1 inh: 3%; POLB inh: 8%; POLH inh: -8%; Apoferritin bind: 3%

How did Cc1cc(C)c2oc(=O)cc(CN3CCOCC3)c2c1 do in these assays?
POLK inh: -2%; 12-LOX inh: 15%&11%; LDHA block: -3&1; ERG-DNA inh: -2%; RGS4 inh: 18%; APE1 inh: -6%; POLB inh: 40%; POLH inh: 0%; Apoferritin bind: 4%

Results for CC(=O)c1ccc(S(=O)(=O)Nc2ccc(C(=O)N3CCC3)cc2)cc1 ?
POLK inh: -16%; 12-LOX inh: 0%; LDHA block: -5; ERG-DNA inh: 4%; RGS4 inh: -2%; APE1 inh: -4%; POLH inh: -7%

How did CN1C(=O)CCC(CCC(=O)O)(c2ccccc2O)C1=O (centres undefined) do in these assays?
POLK inh: 3%; 12-LOX inh: 19%; LDHA block: -10; ERG-DNA inh: -1%; RGS4 inh: 12%; APE1 inh: 16%; POLB inh: 6%; POLH inh: -17%; Apoferritin bind: 4%

What do the screens show for `Cc1oc(-c2ccc(Cl)cc2)nc1CN1CCC(C(=O)NCC2CCCO2)CC1` (centres undefined)?
POLK inh: 6%; 12-LOX inh: -9%; LDHA block: -4; ERG-DNA inh: 1%; RGS4 inh: 9%[11.4 µM]; APE1 inh: 29%; POLB inh: 53%; POLH inh: -2%; Apoferritin bind: -3%

Results for O=C(Nc1ccc(S(=O)(=O)N2CCCC2)cc1)c1ccc(Br)o1 ?
POLK inh: -6%; 12-LOX inh: -32%; LDHA block: -6; ERG-DNA inh: 7%; RGS4 inh: 5%; APE1 inh: 51%[activator]; POLB inh: 25%; POLH inh: -7%; Apoferritin bind: 3%

How did OCC1(Cc2ccc(F)cc2)CCCN(CCCC(F)(F)F)C1 (centres undefined) do in these assays?
POLK inh: 1%; 12-LOX inh: -18%; LDHA block: -6; ERG-DNA inh: 6%; RGS4 inh: 28%; APE1 inh: -9%; POLB inh: -19%; POLH inh: -18%; Apoferritin bind: -16%

How did O=C1CC(C(=O)N2CCc3ccccc32)CN1c1ccccc1 (centres undefined) do in these assays?
POLK inh: 5%; 12-LOX inh: 0%; LDHA block: 1; ERG-DNA inh: -4%; RGS4 inh: 0%; APE1 inh: -4%; POLB inh: -26%; POLH inh: -1%; Apoferritin bind: 0%

How did O=C(NC1CCN(Cc2ccccc2)CC1)c1cn(-c2ccccc2)nc1-c1cccnc1 do in these assays?
POLK inh: -7%; 12-LOX inh: inconclusive; LDHA block: -5; ERG-DNA inh: 84%[activator]; RGS4 inh: 4%; APE1 inh: 8%; POLH inh: -13%

What do the screens show for `CCCCn1c(N)c(N(CC(C)C)C(=O)c2cc(-c3ccc(F)cc3)nc3ccccc23)c(=O)[nH]c1=O`?
POLK inh: -4%; 12-LOX inh: -14%; LDHA block: -14; ERG-DNA inh: 6%; RGS4 inh: -19%; APE1 inh: 4%; POLH inh: -14%

How did COC(=O)CCS(=O)(=O)c1cc(Cl)ccc1Cl do in these assays?
POLK inh: -5%; 12-LOX inh: -7%; LDHA block: 6; ERG-DNA inh: 4%; RGS4 inh: 3%; APE1 inh: inconclusive; POLB inh: 53%; POLH inh: -17%; Apoferritin bind: -11%

What do the screens show for `O=C(COc1ccc2c(c1)CCC2)NCc1cccc(Cl)c1`?
POLK inh: -19%; 12-LOX inh: -24%; LDHA block: -4; ERG-DNA inh: 0%; RGS4 inh: -25%; APE1 inh: 6%; POLB inh: 0%[57.1 µM]; POLH inh: -5%; Apoferritin bind: -12%

What do the screens show for `COc1ccc(CNC(=O)c2c(N)n(CCCN3CCOCC3)c3nc4ccccc4nc23)cc1`?
POLK inh: -11%; 12-LOX inh: inconclusive; LDHA block: 20; ERG-DNA inh: -9%; RGS4 inh: -22%; APE1 inh: 4%; POLB inh: -2%; POLH inh: -28%; Apoferritin bind: 184%[activator]

2 records drawn at random from those above, as already listed:
How did Cc1cc(NC(=O)COc2ccc3ccccc3c2)no1 do in these assays?
POLK inh: 3%; 12-LOX inh: 88%[activator]; LDHA block: -3; ERG-DNA inh: -6%; RGS4 inh: 2%; APE1 inh: 17%; POLB inh: 5%; POLH inh: -5%; Apoferritin bind: -3%

What do the screens show for `O=C(COc1ccc2c(c1)CCC2)NCc1cccc(Cl)c1`?
POLK inh: -19%; 12-LOX inh: -24%; LDHA block: -4; ERG-DNA inh: 0%; RGS4 inh: -25%; APE1 inh: 6%; POLB inh: 0%[57.1 µM]; POLH inh: -5%; Apoferritin bind: -12%

High-throughput results as filed in PubChem BioAssay.
